# Compound activity as filed in PubChem BioAssay.
# NPR2 activator = GC-B (human) receptor activation; P20594; HEK293-GC-B cells, CNP EC30, cGMP TR-FRET; 0% at EC30 CNP, 100% saturating CNP; activation, % at 10 µM; 370,000 compounds, 0.11% hits; AID 1920062;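 active = activation at 10 µM reaching about 35% in either raw or pattern-adjusted values, limit read from the data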
# Target sequence (P20594 whole entry, looked up): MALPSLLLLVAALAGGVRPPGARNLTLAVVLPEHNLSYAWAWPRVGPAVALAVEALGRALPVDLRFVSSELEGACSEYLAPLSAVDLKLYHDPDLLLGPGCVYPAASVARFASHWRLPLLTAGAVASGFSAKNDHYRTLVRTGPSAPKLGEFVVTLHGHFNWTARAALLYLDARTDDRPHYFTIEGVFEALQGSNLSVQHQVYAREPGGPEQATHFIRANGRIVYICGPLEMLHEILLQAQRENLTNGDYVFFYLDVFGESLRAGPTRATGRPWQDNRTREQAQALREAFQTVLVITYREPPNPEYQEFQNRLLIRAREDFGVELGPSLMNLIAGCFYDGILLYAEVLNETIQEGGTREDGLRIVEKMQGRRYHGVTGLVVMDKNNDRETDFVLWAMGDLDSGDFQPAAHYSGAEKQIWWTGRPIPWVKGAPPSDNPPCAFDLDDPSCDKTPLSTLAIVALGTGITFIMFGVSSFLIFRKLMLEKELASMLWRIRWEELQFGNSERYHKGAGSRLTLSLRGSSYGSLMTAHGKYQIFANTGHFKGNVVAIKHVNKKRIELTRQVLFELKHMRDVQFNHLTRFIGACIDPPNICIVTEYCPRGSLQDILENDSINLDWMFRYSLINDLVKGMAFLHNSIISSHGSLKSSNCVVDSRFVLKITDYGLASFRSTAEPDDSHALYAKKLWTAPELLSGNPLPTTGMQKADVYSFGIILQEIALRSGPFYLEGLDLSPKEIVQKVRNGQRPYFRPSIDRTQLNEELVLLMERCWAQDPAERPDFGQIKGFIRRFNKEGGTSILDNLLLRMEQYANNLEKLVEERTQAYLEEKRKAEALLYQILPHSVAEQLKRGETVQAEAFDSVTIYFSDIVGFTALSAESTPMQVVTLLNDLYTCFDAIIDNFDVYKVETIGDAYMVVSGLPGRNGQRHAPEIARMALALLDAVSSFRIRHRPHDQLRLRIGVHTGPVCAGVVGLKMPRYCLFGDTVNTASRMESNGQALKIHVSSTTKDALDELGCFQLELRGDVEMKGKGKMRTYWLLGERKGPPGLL
# DAX1 inh-1 = inhibitors of DAX1 repression of SF-1 activated StAR promoter. inhibition, % at 6.8 µM. AID 652010. 370,000 compounds, 1.1% hits. HEK293T StAR-luciferase reporter, SF-1/DAX-1 repression relief;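 active = inhibition above the mean over all tested compounds plus 3 SD, cut at about 3.6% in these data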;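 also: 0% = DAX-1 cells with DMSO and 100% = cells lacking DAX-1 with DMSO; higher inhibition means more luminescence from relief of DAX-1 repression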
# hgDAF-12 ag = hgDAF-12 agonism, primary luciferase screen | AID 687014 | activation, % at 6.8 µM | 370,000 compounds, 1.8% hits | HEK293 GAL4-hgDAF12 UAS-luciferase reporter, agonist luminescence; normalized to butyrate control;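 active = activation above a cutoff set at the mean of all screened compounds plus 3 SD, cut at about 10% in these data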;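 also: 0% = DMSO wells and 100% = sodium butyrate wells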
# SMARCA2 act = increases SMARCA2 function in MMTV reporter cells; MG213 cells, MMTV-luciferase reporter, dexamethasone, overnight; activation, % at 9.1 µM; 370,000 compounds, 1% hits; AID 652017; in the data active = activation above about 7.8%;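 also: 0% = vehicle wells and 100% = reference activator wells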
# DAX1 inh-2 = inhibits human nuclear receptor DAX1; inhibition, % at 6.75 µM; AID 504766; HEK293 Gal4-DAX1 luciferase reporter, luminescence; 340,000 compounds, 0.99% hits; P51843;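 active = inhibition above the mean over all tested compounds plus 3 SD, cut at about 4.2% in these data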;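 also: 0% = DAX1-transfected cells with DMSO and 100% = empty-vector control cells with DMSO; inhibition shows as a rise in luminescence from relieved DAX1 repression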
# GC-A act = GC-A (human) enzyme activation; P16066; HEK293 GC-A cells, cGMP TR-FRET, EC30 ANP; 0% at EC30 ANP, 100% saturating ANP; activation, % at 10 µM; 370,000 compounds, 0.14% hits; AID 1671463; in the data active = activation above about 40%
# GAA850 FXN act = frataxin GAA850 promoter activation; 360,000 compounds, 0.56% hits; HEK293 lucGAA850 FXN promoter luciferase reporter, 24 h; percent of 10 µM SAHA response; activation, % at 6 µM;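 active = activation above the average of all compounds screened plus 3 SD, cutoff fixed separately per campaign, cut at about 7.5% in these data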;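 also: 0% = DMSO wells and 100% = 10 µM SAHA wells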
# ssDAF-12 act = activates DAF-12 receptor from parasite S. stercoralis. HEK293 ssDAF-12/GRIP1 lit1-tk-luc reporter, luminescence; % of 3 µM dafachronic acid response. activation, % at 6.8 µM. 370,000 compounds, 1% hits;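 active = activation above the mean over all tested compounds plus 3 SD, cut at about 0.9% in these data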;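 also: 0% = DMSO-only wells and 100% = 3 µM delta7-dafachronic acid wells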
# ADAM10 inh = inhibitors of human ADAM10; O14672; recombinant ADAM10, EDANS/DABCYL FRET peptide cleavage, 3 h; inhibition, % at 7 µM; 370,000 compounds, 0.62% hits; AID 720582;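 active = inhibition above a per-campaign cutoff equal to the mean of compounds falling between control-based bounds plus 3 SD, cut at about 20% in these data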;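 also: 0% = DMSO wells while the 100% control is not disclosed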
# hcDAF12 agonist = H. contortus DAF-12 activation, primary screen; HEK293 hcDAF-12 lit1-tk-luc reporter, luminescence; 0% DMSO, 100% Δ7-dafachronic acid; activation, % at 6.8 µM; 370,000 compounds, 1.4% hits; AID 652067;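 active = activation above the mean of all tested compounds plus 3 SD, cut at about 5.5% in these data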;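 also: 100% = response to 3 µM Δ7-dafachronic acid high control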
# sPLA2-III inh = Blocks human group III sPLA2 activity | inhibition, % at 12.2 µM | Q9NZ20 | 370,000 compounds, 0.56% hits | QFRET BODIPY PC-A2 liposome hydrolysis, fluorescence;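 active = inhibition above mean plus 3 SD of compounds lying within the high and low control bounds, cut at about 19% in these data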;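 also: 0% = median of test compound wells and 100% = no enzyme DMSO wells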
# * marks the source's active call; other numbers are inactive results; i = inactive; . = not tested or not shown.
SMILES,GC-A act,DAX1 inh-2,hgDAF-12 ag,hcDAF12 agonist,ADAM10 inh,ssDAF-12 act,SMARCA2 act,DAX1 inh-1,sPLA2-III inh,NPR2 activator,GAA850 FXN act
CCC(C)(C)NC(=O)CN(C(=O)c1snc(C(N)=O)c1N)c1ccc2nc(C)sc2c1,-2,-0.9,-4.4,0.4,-26,-1.1,-2,-0.7,-1,-3,2.0
O=C(NCCC1=CCCCC1)C(c1ccccc1)c1ccccc1,-4,-0.9,-2.6,-1.4,-17,-0.7,-6,-0.4,6,-3,1.6
COc1cc2[nH]c3c(c2cc1OC)CCN1CCCC[C@@H]31,-5,-2.5,-1.1,-2.3,-167,-0.6,0,-0.3,0,-3,0.0
O=C(Nc1ccccc1N1CCOCC1)c1ccc([N+](=O)[O-])o1,-1,0.0,0.2,-1.6,5,-0.4,-2,1.3,5,-5,0.5
COc1ccc(N(CC(=O)NC2CC3CCC2C3)S(=O)(=O)c2ccccc2)cc1Cl (centres undefined),-16,0.5,-1.4,1.4,8,-1.7,-2,-1.8,-8,-11,-2.8
CNC(=O)C12CC3CC(C1)CC(c1ccc(C)cc1)(C3)C2,-2,0.4,1.8,-2.4,-3,-2.0,-2,0.0,0,-2,1.7
CCNC(=S)N/N=C/c1sc(N2CCCCC2)nc1-c1cccs1,1,-0.2,4.0,0.8,0,-0.5,3,0.5,2,2,4.7
COc1ccccc1C1=NOC(COc2ccc3c(C)cc(=O)oc3c2)C1 (centres undefined),-12,.,-2.6,-2.4,-48,-1.2,-1,0.5,-2,-13,0.8
CCOC(=O)COc1ccc(S(=O)(=O)NCc2cccnc2)cc1,2,-0.8,-1.3,-1.0,-8,0.1,-2,-0.1,7,2,1.3
O=C(CSc1nnc(C2COc3ccccc3O2)o1)N1CCCc2ccccc21 (centres undefined),0,-1.6,-2.3,-1.3,2,-1.3,-1,-1.1,-4,-4,-2.6
COc1ccc(Br)cc1/C=N/n1nnnc1N,-19,0.0,0.8,-1.5,-44,-0.8,-2,-0.1,-1,-1,1.4
O=C(O)Cn1c(=O)c2c3c(sc2n(Cc2ccccc2)c1=O)CCCC3,2,-0.4,-0.2,-1.2,3,-0.3,1,0.2,-6,3,-0.3

# Reformatted with each value named: entries from further up.
smiles: CCC(C)(C)NC(=O)CN(C(=O)c1snc(C(N)=O)c1N)c1ccc2nc(C)sc2c1
  GC-A act: -2 | DAX1 inh-2: -0.9 | hgDAF-12 ag: -4.4 | hcDAF12 agonist: 0.4 | ADAM10 inh: -26 | ssDAF-12 act: -1.1 | SMARCA2 act: -2 | DAX1 inh-1: -0.7 | sPLA2-III inh: -1 | NPR2 activator: -3 | GAA850 FXN act: 2.0
smiles: O=C(NCCC1=CCCCC1)C(c1ccccc1)c1ccccc1
  GC-A act: -4 | DAX1 inh-2: -0.9 | hgDAF-12 ag: -2.6 | hcDAF12 agonist: -1.4 | ADAM10 inh: -17 | ssDAF-12 act: -0.7 | SMARCA2 act: -6 | DAX1 inh-1: -0.4 | sPLA2-III inh: 6 | NPR2 activator: -3 | GAA850 FXN act: 1.6
smiles: COc1cc2[nH]c3c(c2cc1OC)CCN1CCCC[C@@H]31
  GC-A act: -5 | DAX1 inh-2: -2.5 | hgDAF-12 ag: -1.1 | hcDAF12 agonist: -2.3 | ADAM10 inh: -167 | ssDAF-12 act: -0.6 | SMARCA2 act: 0 | DAX1 inh-1: -0.3 | sPLA2-III inh: 0 | NPR2 activator: -3 | GAA850 FXN act: 0.0

# Continued.
SMILES,GC-A act,DAX1 inh-2,hgDAF-12 ag,hcDAF12 agonist,ADAM10 inh,ssDAF-12 act,SMARCA2 act,DAX1 inh-1,sPLA2-III inh,NPR2 activator,GAA850 FXN act
CCOC(=O)c1c(NC(=O)/C=C/C(=O)O)sc(C)c1-c1ccc(Cl)cc1,1,0.1,-0.5,-1.5,13,-1.2,2,-2.3,-16,-2,-4.0
Cc1ccccc1-c1nnc(SCC(=O)NC2CCS(=O)(=O)C2)n1C (centres undefined),3,1.6,-1.2,1.6,-10,-0.9,0,-0.1,-1,-5,2.2
CC1CCN(c2ccc3nnc(CCC(=O)Nc4cccc(F)c4)n3n2)CC1,-7,0.0,-2.9,-2.8,0,-1.2,-3,0.0,-21,-9,0.4
O=S(=O)(c1ccc(F)cc1)N1CCN=C1SCc1cccc(F)c1,-2,-0.9,-0.2,0.7,-2,-1.5,-2,-0.2,-5,-6,3.4
CC(NC(=O)c1cc(-c2cccnc2)nc2ccc(Br)cc12)C1CCCO1 (centres undefined),-2,-0.1,0.2,0.5,-8,-0.9,0,-2.2,3,4,-0.4
O=C(COC(=O)C1CCN(S(=O)(=O)c2cccs2)CC1)Nc1ccccc1Br,3,0.8,-3.1,-1.7,3,-1.8,-4,0.7,-5,-1,2.8
O=C(COc1ccccc1)N1CCN=C1c1ccccc1,3,0.8,-2.0,-1.9,-6,-0.8,-1,0.7,1,3,-1.6
Nc1ccc(Nc2ccccc2)c(Cl)c1,0,-0.8,-1.5,-1.5,1,-1.6,1,0.0,6,-3,6.2
CCOC(=O)N/N=C\C=C\c1ccc2c(c1)OCO2,0,5.2*,5.5,0.9,-51,-1.3,0,1.2,5,1,2.4
CCOC(=O)COc1ccccc1/C=C1\NC(=O)NC1=O,-6,-0.9,-2.1,-0.9,-4,-0.7,-1,-0.3,-4,6,2.5
Cc1ccc(C(=O)/C=C/NCc2ccc(F)cc2)cc1,-7,0.4,-1.0,-1.3,2,-1.0,0,0.5,-14,0,5.0
FC(F)(F)c1cc(C(F)(F)F)c2ccc(N3CCN(c4ccccc4)CC3)nc2n1,2,0.4,2.4,-1.2,-10,-0.9,2,-0.6,0,0,1.4
Cc1cc(N2CCN(S(C)(=O)=O)C[C@H]2C)ccc1N1CCN(Cc2ccccc2)[C@H](C)C1,4,.,0.2,-1.8,-9,-1.2,-1,-0.6,-2,2,.
Cn1c(=O)c2c(nc(SCCN3CCOCC3)n2Cc2cccc3ccccc23)n(C)c1=O,1,-0.8,-4.4,-1.2,-7,-1.5,-3,0.0,-4,1,1.4
O=c1cc(-c2cccc(Br)c2)oc2cccc(O)c12,1,0.5,-0.1,5.8*,4,-0.1,1,0.5,1,-5,0.6
CC(C)(C)NC(=O)CSc1nnc(-c2ccncc2)o1,0,0.1,0.5,-1.6,0,-1.1,1,0.1,-3,0,1.5
CCCCOc1ccc(N(CC(=O)NC2CCCCC2)C(=O)c2snc(C(N)=O)c2N)cc1,2,1.6,-0.2,-1.2,-14,-0.8,1,-0.2,5,-4,-1.2
CC1CCN(C(=O)CCS(=O)(=O)c2cc3c(cc2Cl)NC(=O)CO3)CC1,-2,1.3,-1.1,1.8,-9,-0.2,-2,1.0,2,-1,1.7
CN(/N=C/c1cc(Cl)cc(Cl)c1O)c1c(Cl)cccc1[N+](=O)[O-],3,4.0,0.4,-2.0,-1,-1.1,-4,0.3,-1,3,-1.1
NC(=O)CSc1nc2cc3c(cc2c(=O)n1CCCC(=O)NCc1ccc2c(c1)OCO2)OCO3,2,-0.5,0.3,-1.5,5,-1.1,0,0.6,-2,-7,-0.9
COc1ccc(NS(=O)(=O)c2cccc(C(=O)NNC(=O)c3cc(S(N)(=O)=O)ccc3OC)c2)cc1,4,0.6,2.1,-0.5,12,-0.5,-3,2.2,-9,2,3.4
Nc1c(C(=O)C2CC2)sc2nc(-c3cccs3)cc(C(F)(F)F)c12,6,0.0,1.8,0.5,i,-1.3,0,0.2,13,5,-0.1
Cc1cc2cc(CN(Cc3ccco3)S(=O)(=O)c3c(C)ccc4nsnc34)c(=O)[nH]c2cc1C,-2,-0.4,-2.5,1.4,-2,-1.6,-1,-0.9,0,5,-7.2
COc1ccc(/C=C2\N=C(C)OC2=O)cc1OC,3,-1.3,0.7,1.2,2,-0.7,-4,0.3,7,0,0.4
O=C(O)c1ccccc1C(=O)Nc1ccccc1NC(=O)c1ccccc1C(=O)O,2,.,15*,7.0*,-17,0.2,2,2.6,-2,1,3.1
O=C(NCc1cccs1)c1ccc2sc([C@H]3C[C@H](O)[C@@H](CO)O3)nc2c1,-1,.,1.4,2.6,-3,-1.4,-3,0.0,9,-2,1.7
COc1cccc2cc(C(=O)N3CCN(c4ccc(C)cc4C)CC3)c(=O)oc12,3,-0.3,0.9,0.4,-7,-1.1,-1,0.3,1,4,0.7
O=C(COC(=O)c1ccc(N2CCOCC2)c([N+](=O)[O-])c1)Nc1ccc2c(c1)OCO2,-1,0.8,-0.4,-2.5,4,-1.7,-1,-0.1,2,-3,1.7
Cc1cccc(S(=O)(=O)Nc2cc(Cl)ccc2N2CCOCC2)c1,-24,-0.3,-4.1,-3.8,5,-0.8,1,-1.0,-1,-15,-2.0
CN(CC(=O)Nc1ccc(F)cc1)C(=O)C1CCN(S(=O)(=O)c2ccc3c(c2)OCCO3)CC1,1,0.8,-2.4,-1.0,4,-1.6,-2,-2.1,-1,2,-1.4
CCOc1ccc(N(CC(=O)NCc2ccccc2)S(=O)(=O)c2ccc(C)cc2)cc1,0,0.0,-1.1,2.6,1,-0.6,-2,0.1,-4,-2,2.1
C[C@H]1COc2cc(N3CCC[C@@H]3CO)ccc2S(=O)(=O)N1,4,.,0.5,-0.4,-1,-0.1,-1,-1.0,2,2,.
COc1ccc(OCCCC(=O)Nc2ccc3c(c2)OCO3)cc1,9,0.4,-0.1,-0.6,-7,-1.2,-3,0.7,-6,-4,-1.1
Cc1cc(NC(=O)/C=C/c2cccc(F)c2)n(-c2nc3ccccc3[nH]2)n1,6,0.1,4.4,-0.4,4,-1.0,2,0.6,6,-6,2.2
Cc1cc(CNC(=O)C2CCC(=O)N(CCc3cccc(F)c3)C2)on1 (centres undefined),9,-0.1,-0.6,-1.9,3,-0.6,-2,-0.1,14,4,-2.2
CCn1nc(NC(=O)COC)c2cc3cccc(C)c3nc21,-1,0.6,-1.1,-2.5,-175,-1.4,-2,-0.1,0,-7,1.9
COc1ccc(N2CCN(S(=O)(=O)c3ccc(Cl)s3)CC2)cc1,0,0.0,0.2,-0.8,-2,-1.7,-3,-0.7,2,2,1.7
CCn1c(SCC(=O)N2CCCCC2)nc2c1c(=O)n(C)c(=O)n2C,2,0.6,-2.0,-2.4,-7,-1.1,-3,0.0,10,0,0.5
CC(C)(C)c1ccc(-c2ccc3c(c2)S(=O)(=O)c2ccccc2C3=O)cc1,-1,0.5,4.1,1.5,15,-0.7,-1,0.9,-5,4,0.3
COc1cc(OC)cc(-c2c(Sc3ccccc3)c3cc(-c4ccc5c(c4)OCCO5)ccc3n2C)c1,1,.,0.1,-3.0,-36,-1.1,-3,-1.5,15,5,.
COc1ccc(Cl)cc1NC(=O)Cn1c(=O)oc2ccccc21,-2,1.6,-2.2,-0.9,3,-0.3,-1,-0.3,-3,3,0.3
CN=c1scc(-c2cc(OC)ccc2OC)n1/N=C/c1c(C)[nH]c2ccccc12,-9,-1.3,-2.7,-2.7,-3,-1.9,0,-0.6,11,-14,0.3

# This is a random part of the collection (roughly 6.6% active in at least one column).
